From PubChem
RPL19A TOR yeast: alters RPL19A-GFP fluorescence in TOR pathway yeast screen. S. cerevisiae RPL19A-GFP strain, flow cytometry, 3 h; active compounds read low. percent response vs DMSO, % at 10 µM. hit rate 0.3% among 330,000. AID 2025;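 active = percent response vs DMSO below 50%; inconclusive = fewer than 70 events counted for the yeast strain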;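 also: median channel GFP fluorescence of the barcoded RPL19A-GFP strain; ratio of sample median GFP to plate DMSO average so 100% = DMSO; lower means less RPL19A-GFP as with rapamycin TOR inhibition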
LAP4-GFP MLPCN: modulators of TOR pathway LAP4-GFP in S. cerevisiae | S. cerevisiae LAP4-GFP multiplex, flow cytometry GFP, 3 h; median GFP as percent of DMSO wells | GFP response vs DMSO, % at 10 µM | hit rate 0.34% among 320,000;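 active = GFP response vs DMSO above a set limit, about the screen mean plus 3 SD, cut at about 150% in these data; inconclusive = under 70 cell events counted for the yeast strain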
MEP2-GFP yeast: modulators of TOR pathway MEP2-GFP in S. cerevisiae | S. cerevisiae MEP2-GFP strain, flow cytometry GFP, 3 h; 100% = DMSO control level | GFP response vs DMSO, % at 10 µM | hit rate 0.51% among 330,000;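 active = GFP response versus DMSO above a set limit, roughly screen mean plus 3 SD, cut at about 180% in these data; inconclusive = fewer than 70 cells counted for a yeast strain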;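 also: median GFP fluorescence of the barcode-gated MEP2-GFP cells per well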
proCasp7 act: counter-screen for procaspase-3 activators: activators of human procaspase-7; P55210; hit rate 0.093% among 330,000; recombinant procaspase-7, Ac-DEVD-pNA absorbance 405 nm; D23A/D198A/D206A triple mutant, cannot self-cleave; scale: DMSO 0, 5 µM enzyme 100; activation, % at 8.5 µM;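 active = percent activation above the screen-wide mean plus 3 SD, cut at about 25% in these data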
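Detection: p-Nitroaniline absorbance at 405 nm, read at 0 and 120 min; system: Uncleavable procaspase-7 mutant enzyme; evaluation: % activation from two-timepoint absorbance difference, scaled to controls; times: 1 h enzyme–compound preincubation and 2 h substrate reaction, both 25 °C; buffer or medium: Zinc-free HEPES pH 7.4 with 300 mM NaCl, 0.01% Triton X-100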
ZTA counter: blocks Epstein-Barr virus ZTA, an EBNA-1 counter-screen; ZTA-DNA binding, fluorescence polarization; inhibition, % at 11 µM; hit rate 0.15% among 320,000; AID 2234; in the data active = inhibition above about 33%
AHR activator: activates the human aryl hydrocarbon receptor. hit rate 2.5% among 320,000. AID 2796. AHR-responsive luciferase reporter cells, luminescence. activation, % at 5 µM; in the data active = activation above about 47%;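 also: 0% = vehicle wells and 100% = reference agonist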
procasp3 activ: activates human procaspase-3. P42574. activation, % at 8.5 µM. hit rate 0.11% among 330,000. recombinant procaspase-3 D3A, Ac-DEVD-pNA absorbance 405 nm;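 active = activation above the mean of all tested compounds plus 3 SD, cut at about 21% in these data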;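 also: 0% = DMSO alone and 100% = DMSO wells spiked with extra 5 µM PC-3 D3A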
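Assay system: Autoprocessing-dead procaspase-3 D3A mutant enzyme; also added: Ac-DEVD-pNA; doses: one concentration, 8.5 µM nominal, 0.8% DMSO; times: 1 h compound preincubation, 2 h substrate hydrolysis at 25 °C; technique: 405 nm absorbance of p-nitroaniline, reads at 0 and 120 min; measure: % activation between DMSO and enzyme-spiked controls; repeats: single replicate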
EBNA-1 inh: blocks EBNA-1 binding to DNA. EBNA-1 DNA binding, fluorescence polarization. inhibition, % at 14.8 µM. hit rate 0.34% among 300,000. AID 1950; in the data active = inhibition above about 28%
* marks the source's active call; other numbers are inactive results; [ ] = another dose, or the depositor's remark.

`COc1ccc(CCNC(=O)C2CCN(S(=O)(=O)c3ccc4nc5c(c(C(=O)O)c4c3)CCCC5)CC2)cc1OC` gave RPL19A TOR yeast 95, LAP4-GFP MLPCN 100, MEP2-GFP yeast 93, proCasp7 act 1, ZTA counter 11, AHR activator 0, procasp3 activ 6 and EBNA-1 inh 14.
Screening COC(=O)c1ccc(N2CCCCC2)c(N)c1 returned RPL19A TOR yeast 101, LAP4-GFP MLPCN 102, MEP2-GFP yeast 99, proCasp7 act -2, ZTA counter -5, AHR activator 1, procasp3 activ -2 and EBNA-1 inh 3.
O=c1c2cc(Cl)ccc2nc(-c2ccc(Cl)c(Cl)c2)n1O was read as RPL19A TOR yeast 72, LAP4-GFP MLPCN 114, MEP2-GFP yeast 83, proCasp7 act 5, ZTA counter -1, AHR activator 24, procasp3 activ -3 and EBNA-1 inh 7.
O=C(CC(Sc1n[nH]c(-c2ccccc2)n1)c1ccccc1)NCc1ccccc1 (stereo unspecified) was read as RPL19A TOR yeast 107, LAP4-GFP MLPCN 95, MEP2-GFP yeast 111, proCasp7 act 0, ZTA counter 2, AHR activator 5, procasp3 activ 5 and EBNA-1 inh 33*.
For Cc1ccc(NC(=O)CSc2nnc(C)n2CC2CCCO2)cc1 (stereo unspecified) the results were RPL19A TOR yeast 106, LAP4-GFP MLPCN 107, MEP2-GFP yeast 107, proCasp7 act -2, ZTA counter -5, AHR activator 10, procasp3 activ -2 and EBNA-1 inh -11.
`CC/C(=N\NC(N)=O)c1ccc(OC)c(OC)c1` gave RPL19A TOR yeast 106, LAP4-GFP MLPCN 105, MEP2-GFP yeast 106, proCasp7 act 1, ZTA counter -4, AHR activator 5, procasp3 activ 14 and EBNA-1 inh -14.
Screening CCC1=C/C(=C/c2sc3ccccc3[n+]2CC)CC(C)(C)C1 returned RPL19A TOR yeast 102, LAP4-GFP MLPCN 110, MEP2-GFP yeast 111, proCasp7 act -24, ZTA counter 0, AHR activator 2, procasp3 activ -18 and EBNA-1 inh 0.
Screening Cc1nc(N2CCOCC2)c(C#N)c(C)c1Br returned RPL19A TOR yeast 102, LAP4-GFP MLPCN 103, MEP2-GFP yeast 97, proCasp7 act 4, ZTA counter 5, AHR activator -1, procasp3 activ 4 and EBNA-1 inh -4.
Cc1cccc(N2CCN(S(=O)(=O)c3ccc4[nH]c(=O)ccc4c3)CC2)c1C was read as RPL19A TOR yeast 103, LAP4-GFP MLPCN 114, MEP2-GFP yeast 109, proCasp7 act 0, ZTA counter 0, AHR activator 1, procasp3 activ 15 and EBNA-1 inh -1.
`C=CCSC1=C(C#N)C(c2ccccc2OCC)CC(=O)N1` (stereo unspecified) gave RPL19A TOR yeast 97, LAP4-GFP MLPCN 104, MEP2-GFP yeast 104, proCasp7 act -8, ZTA counter -2, AHR activator 1, procasp3 activ -9 and EBNA-1 inh -18.
O=C1CC(C(=O)NC2CCCCC2)C(c2ccccc2)O1 (stereo unspecified) was read as RPL19A TOR yeast 100, LAP4-GFP MLPCN 97, MEP2-GFP yeast 105, proCasp7 act -3, ZTA counter 1, AHR activator -1, procasp3 activ 4 and EBNA-1 inh -15.
`Cc1[nH]n(-c2ccccc2)c(=O)c1N=Nc1ccc(F)cc1` gave RPL19A TOR yeast 102, LAP4-GFP MLPCN 114, MEP2-GFP yeast 129, proCasp7 act 0, ZTA counter -12, AHR activator 65*, procasp3 activ 0 and EBNA-1 inh 7.
For COc1ccc(NC(=O)c2ccco2)cc1NC(=O)c1ccc(C)cc1 the results were RPL19A TOR yeast 96, LAP4-GFP MLPCN 116, MEP2-GFP yeast 100, proCasp7 act -3, ZTA counter 16, AHR activator 93*, procasp3 activ -7 and EBNA-1 inh 5.
`COc1ccc(OCCC(=O)OCC(=O)Nc2cccc(Br)c2)cc1` gave RPL19A TOR yeast 97, LAP4-GFP MLPCN 97, MEP2-GFP yeast 92, proCasp7 act 11, ZTA counter 10, AHR activator 0, procasp3 activ 1 and EBNA-1 inh 7.
Cn1c(=O)n(Cc2ccccc2Cl)c(=O)c2c1[nH]c(=S)n2C was read as RPL19A TOR yeast 104, LAP4-GFP MLPCN 104, MEP2-GFP yeast 107, proCasp7 act -23, ZTA counter -4, AHR activator -1, procasp3 activ -27 and EBNA-1 inh -4.
For COc1ccc(C2C(C(C)=O)=C(O)C(=O)N2c2nccs2)c(OC)c1 (stereo unspecified) the results were RPL19A TOR yeast 108, LAP4-GFP MLPCN 92, MEP2-GFP yeast 99, proCasp7 act 0, ZTA counter 4, AHR activator -2, procasp3 activ -4 and EBNA-1 inh 2.
`O=c1sc(N2CCN(c3ccc(F)cc3)CC2)nc2ccsc12` gave RPL19A TOR yeast 98, LAP4-GFP MLPCN 93, MEP2-GFP yeast 100, proCasp7 act -4, ZTA counter -7, AHR activator -5, procasp3 activ -4 and EBNA-1 inh -11.
Cn1c(=O)c(C(=O)Nc2ccccc2S(N)(=O)=O)c(O)c2ccccc21 was read as RPL19A TOR yeast 97, LAP4-GFP MLPCN 93, MEP2-GFP yeast 83, proCasp7 act 4, ZTA counter 9, AHR activator 22, procasp3 activ -1 and EBNA-1 inh -9.
`COc1ccc(-c2cccc(NS(=O)(=O)c3cc([N+](=O)[O-])ccc3C)c2)nn1` gave RPL19A TOR yeast 102, LAP4-GFP MLPCN 103, MEP2-GFP yeast 105, proCasp7 act 3, ZTA counter 4, AHR activator 0, procasp3 activ -8 and EBNA-1 inh -1.
Screening CCOC(=O)C1CN(S(=O)(=O)c2ccc(C)cc2)CCN1S(=O)(=O)c1ccc(C)cc1 (stereo unspecified) returned RPL19A TOR yeast 96, LAP4-GFP MLPCN 98, MEP2-GFP yeast 103, proCasp7 act -1, ZTA counter 11, AHR activator 1, procasp3 activ 9 and EBNA-1 inh -6.

The last 2 entries of the section above lead into the next:
`COc1ccc(-c2cccc(NS(=O)(=O)c3cc([N+](=O)[O-])ccc3C)c2)nn1` gave RPL19A TOR yeast 102, LAP4-GFP MLPCN 103, MEP2-GFP yeast 105, proCasp7 act 3, ZTA counter 4, AHR activator 0, procasp3 activ -8 and EBNA-1 inh -1.
Screening CCOC(=O)C1CN(S(=O)(=O)c2ccc(C)cc2)CCN1S(=O)(=O)c1ccc(C)cc1 (stereo unspecified) returned RPL19A TOR yeast 96, LAP4-GFP MLPCN 98, MEP2-GFP yeast 103, proCasp7 act -1, ZTA counter 11, AHR activator 1, procasp3 activ 9 and EBNA-1 inh -6.
COc1ccc(NC(=O)CSc2ccc(-c3ccco3)nn2)cc1OC was read as RPL19A TOR yeast 110, LAP4-GFP MLPCN 106, MEP2-GFP yeast 115, proCasp7 act -8, ZTA counter -6, AHR activator 6, procasp3 activ -7 and EBNA-1 inh -5.
CN(Cc1ccccc1)S(=O)(=O)c1csc(C(N)=O)c1 was read as RPL19A TOR yeast 99, LAP4-GFP MLPCN 93, MEP2-GFP yeast 97, proCasp7 act -6, ZTA counter -4, AHR activator 0, procasp3 activ -4 and EBNA-1 inh -6.
COc1ccc(-n2c(=O)cc(N3CCN(c4ccccc4)CC3)[nH]c2=O)cc1 was read as RPL19A TOR yeast 97, LAP4-GFP MLPCN 99, MEP2-GFP yeast 96, proCasp7 act -9, ZTA counter -6, AHR activator 4, procasp3 activ 5 and EBNA-1 inh -15.
For O=C(O)Cc1ccc(-c2ccccc2-c2ccccc2)cc1 the results were RPL19A TOR yeast 104, LAP4-GFP MLPCN 101, MEP2-GFP yeast 110, proCasp7 act -2, ZTA counter 4, AHR activator 2, procasp3 activ 11 and EBNA-1 inh -1.
Screening CCn1cc(C(=O)NCCC(C)C)c(=O)c2cc(S(=O)(=O)N3CCCCC3)ccc21 returned RPL19A TOR yeast 87, LAP4-GFP MLPCN 79, MEP2-GFP yeast 98, proCasp7 act -7, ZTA counter 13, AHR activator 0, procasp3 activ 6 and EBNA-1 inh 7.
For O=C(NCCN1CCOCC1)c1ccc2c(c1)N(Cc1ccccc1)C(=O)c1ccccc1S2 the results were RPL19A TOR yeast 95, LAP4-GFP MLPCN 108, MEP2-GFP yeast 98, proCasp7 act 9, ZTA counter 1, AHR activator 1, procasp3 activ -7 and EBNA-1 inh -5.
`Cc1ccc(NC(=O)CN(C)C2CCCCC2)cc1Br` gave RPL19A TOR yeast 93, LAP4-GFP MLPCN 125, MEP2-GFP yeast 114, proCasp7 act 0, ZTA counter -14, AHR activator 2, procasp3 activ 5 and EBNA-1 inh -11.
`O=c1c2ccccc2n(CC(O)CN2CCOCC2)c2ccccc12` (stereo unspecified) gave RPL19A TOR yeast 36*[may fluoresce violet], LAP4-GFP MLPCN 58[may fluoresce violet], MEP2-GFP yeast inconclusive, proCasp7 act -13, ZTA counter 3, AHR activator 6, procasp3 activ -16 and EBNA-1 inh -14.
O=C(c1cnn(-c2ccc(Cl)cc2)c1)c1ccccc1O was read as RPL19A TOR yeast 99, LAP4-GFP MLPCN 106, MEP2-GFP yeast 96, proCasp7 act -23, ZTA counter -3, AHR activator 12, procasp3 activ -14 and EBNA-1 inh 3.
For O=C(Nc1ncc2c(n1)CC(c1ccc(Cl)cc1)CC2=O)c1ccco1 (stereo unspecified) the results were RPL19A TOR yeast 105, LAP4-GFP MLPCN 110, MEP2-GFP yeast 110, proCasp7 act -4, ZTA counter 1, AHR activator 3, procasp3 activ -4 and EBNA-1 inh -9.
For Cc1cc(C)n(CC(=O)NC2C(=O)N3C(C(=O)O)=C(CSc4nnc(C)s4)CSC23)n1 (stereo unspecified) the results were RPL19A TOR yeast 104, LAP4-GFP MLPCN 91, MEP2-GFP yeast 105, proCasp7 act -18, ZTA counter 2, AHR activator 1, procasp3 activ -14 and EBNA-1 inh 1.
Screening CCN(Cc1nc2ccccc2c(=O)[nH]1)C(=O)COc1ccccc1-c1ccccc1 returned RPL19A TOR yeast 97, LAP4-GFP MLPCN 96, MEP2-GFP yeast 97, proCasp7 act 1, ZTA counter 4, AHR activator 5 and procasp3 activ 4.
Screening CCN(CC)c1ccc(Nc2nc(N3CCOCC3)c3ccccc3n2)cc1 returned RPL19A TOR yeast 108, LAP4-GFP MLPCN 108, MEP2-GFP yeast 105, proCasp7 act -21, ZTA counter -15, AHR activator 18, procasp3 activ -5 and EBNA-1 inh -13.
`O=C(CCn1nnnc1CN1CCOCC1)N1CCC(c2ccccc2F)C1` (stereo unspecified) gave RPL19A TOR yeast 100, LAP4-GFP MLPCN 89, MEP2-GFP yeast 91, proCasp7 act 7, ZTA counter -21, AHR activator 1, procasp3 activ -3 and EBNA-1 inh -6.
CN(C)CCOC1c2ccccc2-c2ccccc21 was read as RPL19A TOR yeast 109, LAP4-GFP MLPCN 80, MEP2-GFP yeast 99, proCasp7 act 5, ZTA counter 0, AHR activator 0, procasp3 activ 9 and EBNA-1 inh 3.
Cc1ccc(S(=O)(=O)N2CCOCC2)cc1C(=O)OCC(=O)c1c(N)n(C)c(=O)n(C)c1=O was read as RPL19A TOR yeast 91, LAP4-GFP MLPCN 89, MEP2-GFP yeast 85, proCasp7 act -8, AHR activator 1 and procasp3 activ 7.
COCC(C)n1c(SCC(=O)NC2CCCCC2C)nc2ccccc2c1=O (stereo unspecified) was read as RPL19A TOR yeast 105, LAP4-GFP MLPCN 117, MEP2-GFP yeast 111, proCasp7 act 4, AHR activator -1 and procasp3 activ -4.
For CSc1ccc(/C=C2\CCn3c2nc2cc(C(=O)O)ccc2c3=O)cc1 the results were RPL19A TOR yeast 106, LAP4-GFP MLPCN 100, MEP2-GFP yeast 94, proCasp7 act 0, ZTA counter -11, AHR activator 7, procasp3 activ -10 and EBNA-1 inh 2.
